Shiga inhibitor: blocks Shiga toxin action in Vero cells. Vero cells, Shiga toxin protein synthesis inhibition reporter. inhibition, % at 38.7 µM. 9.2% of 290,000 active; in the data active means inhibition mostly above about 28%, no sharp cut-off; inactive means mostly below about 43%; further: 0% is about no effect
TbPYK inhibitor: blocks Trypanosoma brucei pyruvate kinase; Potency, µM (top dose mostly 76.8 µM), without a hit: at the top dose activity, negative = inhibition, hits mostly inhibitors; TbPYK enzyme, Kinase-Glo Plus ATP luminescence, 45 min; Q57TT1; 0.12% of 410,000 active; further: potency means the concentration at half of the fitted maximal effect; on the % scale 0 is the no-effect control and ±100 the full control effect; nearly all actives have a fitted effect of over 50% in size
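Activity of T. brucei pyruvate kinase was followed by Kinase-Glo Plus luminescence after the enzyme reacted 45 min at room temperature with 130 uM ADP (final) and substrate. Test compounds were added before ADP at multiple concentrations.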
Pf growth 48h: inhibits P. falciparum growth in the first generation, 48 h; P. falciparum luciferase growth in erythrocytes, 48 h; 5.9% of 310,000 active; Potency, µM (doses to about 28.7 µM), for inactives: top-dose activity change, negative = inhibition, most hits filed as inhibitors; further: potency means the concentration at half of the fitted maximal effect; on the % scale 0 is the no-effect control and ±100 the full control effect
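Read-out is firefly luciferase luminescence from an integrated reporter in P. falciparum, so falling signal marks reduced parasite growth. Infected erythrocytes were at 2% hematocrit and 0.1% parasitemia (final) in Albumax-supplemented RPMI 1640.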
LmPK inh: LmPK (Leishmania mexicana) enzyme inhibition; purified LmPK, Kinase-Glo ATP luminescence, 1 h; Q27686; Potency, µM (top dose mostly 57.5 µM), for inactives: at the highest dose activity change, negative = inhibition, hits mostly inhibitors; 0.37% of 290,000 active; AID 1721; further: potency means the concentration at half of the fitted maximal effect; on the % scale 0 is the no-effect control and ±100 the full control effect
Target sequence (Q27686 whole entry, looked up): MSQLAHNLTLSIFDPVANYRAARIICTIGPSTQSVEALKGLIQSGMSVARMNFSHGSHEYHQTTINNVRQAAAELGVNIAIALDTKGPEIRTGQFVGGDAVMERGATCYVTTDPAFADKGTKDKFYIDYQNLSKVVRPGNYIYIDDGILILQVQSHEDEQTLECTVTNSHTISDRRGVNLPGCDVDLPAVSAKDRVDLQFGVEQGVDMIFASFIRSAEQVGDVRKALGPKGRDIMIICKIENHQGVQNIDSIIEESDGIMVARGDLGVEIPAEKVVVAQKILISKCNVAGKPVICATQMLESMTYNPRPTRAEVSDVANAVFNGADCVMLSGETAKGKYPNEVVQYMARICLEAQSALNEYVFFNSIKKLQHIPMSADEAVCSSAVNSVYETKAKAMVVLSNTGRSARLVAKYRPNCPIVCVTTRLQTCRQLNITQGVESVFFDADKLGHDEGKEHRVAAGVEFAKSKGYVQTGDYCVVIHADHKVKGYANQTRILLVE
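ATP generated from ADP (0.1 mM) and PEP (0.5 mM) by 0.1 nM LmPK over 1 h at room temperature (pH 7.2 imidazole buffer) was detected by coupled luciferase luminescence. Values were normalized to uninhibited and no-enzyme wells.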
HCV inh: HCV inhibition; Huh7.5.1 HCVcc-Cre infection, luciferase reporter, 44 h; Potency, µM (top dose mostly 41.8 µM), for inactives: top-dose activity change, negative = inhibition, actives largely listed as inhibitors; 3.4% of 340,000 active; AID 651820; further: potency means the concentration at half of the fitted maximal effect; on the % scale 0 is the no-effect control and ±100 the full control effect
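Seed cells (1,000/well) for 4 h; treat with compound and infect with HCVcc-Cre, moi about 0.5. Incubate 44 h, then detect luciferase activity.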
Pf growth 96h: P. falciparum growth inhibition at 96 hours | Potency, µM (titrated, usually from 28.7 µM), for the others: at the top dose activity change, negative = inhibition, most hits filed as inhibitors | 6.9% of 320,000 active | P. falciparum luciferase reporter growth, 96 h; further: potency means the concentration at half of the fitted maximal effect; on the % scale 0 is the no-effect control and ±100 the full control effect
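Two-generation exposure (96 h) targets delayed-death phenotype. Reporter parasites carrying integrated firefly luciferase, in red cells at 2% hematocrit and 0.05% parasitemia final, kept at 37 C, 5% CO2; luminescence loss indicates inhibition.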
CHX counter: affects cycloheximide protein synthesis inhibition readout, counter-screen. max response, %. cell reporter, cycloheximide protein synthesis inhibition counterscreen. 12% of 300,000 active. AID 2314; in the data active means max response mostly above about 13%, no sharp cut-off; inactive means mostly below about 14%; further: read at 38.3 µM for the half of the compounds with a filed dose; 0% is about no effect
Active calls of the source: *; ? = inconclusive; · = no result given; & = joins results of further samples; [ ] = remark or other dose. Unless noted, the call rests on the fitted dose curve; in most records, active means well fitted curve in the direction sought with a large enough effect; inconclusive means small, poorly fitted or top-dose-only effect, or another doubt; inactive means no such curve, though single readings can be large; an effect the other way counts as inactive or inconclusive.

molecule	Shiga inhibitor	TbPYK inhibitor	Pf growth 48h	LmPK inh	HCV inh	Pf growth 96h	CHX counter
CCOc1ccc(OCC)c(NC(=O)CSCCc2ccccn2)c1	-11	-3%	-19%	1%	-25%	-13%	1
NS(=O)(=O)c1ccc(CCNC(=O)c2cnc(Cl)c(Cl)c2)cc1	-17	9%	3%	-8%	-2%	0%	0
CC(C)[C@H](NC(=O)N1CC(=O)Nc2ccccc21)C(=O)N[C@H](C(=O)O)c1ccccc1	4	6%	-4%	1%	2%	19%	11
CCOC(=O)c1c(S(=O)(=O)N2c3ccccc3CC2C)c(C)n(C)c1C (configuration not stated)	-13	-1%	-1%	-4%	13%	?	-4
COc1ccc(NC(=S)N(CCc2c(C)[nH]c3ccc(C)cc23)Cc2cccnc2)cc1	-12	-2%	?	5%	?	?	-6
CC(C)Cc1nnc(NC(=O)CCC(=O)NC2CC2)s1	-3	1%	18%	-1%	14%	61%[activator]	-7
O=C(CSc1nnnn1-c1cccc2c1CCCC2)N1CCCCC1	25	-5%	?	6%	-12%	?	-5
CSC1=NC(C)(C)C=C(/C=C/c2ccc(Cl)cc2)N1	10	2%	-24%	5%	8.9µM*	?	15
CCOc1ccccc1OCCOCCOc1c(Cl)cccc1Cl	-12	-13%	?	-2%	?	49%[activator]	-1
CC(C)C(=O)Nc1nnc(S(=O)(=O)N2CCc3ccccc32)s1	4	3%&-2%	21%	-3%	22%	?	3
Cc1cccc(NC(=O)Nc2cccc(Oc3c(F)c(F)c(F)c(F)c3F)c2)c1	-1	-4%	4.1µM*	0%	11µM*	2.1µM*	8
Cc1cc(Oc2ccc(Cl)cc2)nc(-c2ccccc2O)n1	8	0%	-16%	-1%	2%	?	2
Cc1ccc(S(=O)(=O)CCC(=O)OC(C)C(=O)NC2CCCCC2C)cc1 (configuration not stated)	·	-3%	-20%	·	31%[activator]	44%[activator]	·
Cc1cccc(OCc2nnc(SCC(=O)O)n2-c2ccccc2)c1	-3	-7%	2%	-1%	10%	2%	-1
O=C(NC1CCCCC1)C(=S)NCCc1ccccc1	5	?	7%	2%	-1%	11%	-3

(further entries)
molecule	Shiga inhibitor	TbPYK inhibitor	Pf growth 48h	LmPK inh	HCV inh	Pf growth 96h	CHX counter
CCN(C(=O)CSc1ncccn1)C1CCS(=O)(=O)C1 (configuration not stated)	-5	4%	87%[activator]	-1%	-4%	34%[activator]	0
COc1cc(C(=O)OCC#N)ccc1OCc1c(C)noc1C	11	0%	-29%	1%	-15%	?	-1
CC(C)OCCCNC(=O)c1ccc(CS(=O)(=O)c2cccc(C(F)(F)F)c2)o1	-6	-2%	0%[0.00184 µM]	4%	16%	1%	0
CCOCCCNC(=O)c1ccc2c(=O)n(Cc3ccc(OC)cc3)c(=O)[nH]c2c1	3	-4%	5.9µM*	-7%	-8%	56%[activator]	1
CC1(C)Oc2ccc3ccc(=O)oc3c2/C(=C/NNC(N)=O)C1=O	-4	0%	-3%	-2%	-14%	25%	-1
CC(C)(C)c1ccc(S(=O)(=O)N2CC(C(=O)O)Oc3ccc(Cl)cc32)cc1 (configuration not stated)	6	-5%	·	1%	6%	-19%	-6
CN(C)CC(C)(C)CNS(=O)(=O)c1ccc(Cl)cc1	34	1%	32%[activator]	8%[11.5 µM]	-15%	10%	-4
O=[N+]([O-])c1ccc(OCCn2cncn2)cc1	-4	2%	8%	0%	10%	32%[activator]	-1
O=c1nc(N2CCOCC2)ccn1-c1nc(-c2ccccc2)sc1-c1ccccc1	15	-9%	?	5%	-3%	16%	8
CCc1noc(C)c1C(=O)N1CCN(S(=O)(=O)c2ccc(Br)cc2)CC1	·	0%	-6%	·	-4%	-9%	·
CSS(=O)(=O)c1cccc2cccnc12	23	?	-12%	10%	-3%	-6%	2
CC(OC(=O)c1cccc(NS(C)(=O)=O)c1)C(=O)Nc1ccc2c(c1)OCO2 (configuration not stated)	·	-3%	59%[activator]	·	7.1µM*	34%[activator]	·
CCOC(=O)C(CCCOc1ccc(C(C)CC)cc1)C(=O)OCC (configuration not stated)	-6	4%	·	8%	19%	-50%	2
C(CCc1nn[nH]n1)CCc1nn[nH]n1	-3	-5%	-3%	-4%	1%	?	-2
O=C(NNC(=O)c1cc(-c2cccc(Br)c2)nc2ccccc12)c1csc(N2CCOCC2)n1	·	3%	-20%	·	6%	-2%	·

(continued)
molecule	Shiga inhibitor	TbPYK inhibitor	Pf growth 48h	LmPK inh	HCV inh	Pf growth 96h	CHX counter
CC(C)n1c(-c2ccccc2)nc(=S)c2c1CCCC2	-10	·	-16%	3%	·	?	-3
Cc1ccc2nc(COc3ccc(N(C)S(=O)(=O)c4ccccc4)cc3)cc(=O)n2c1	13	-1%	-20%	1%	?	10µM*	-1
CCOc1nc(C)nc(NC(=O)NS(=O)(=O)c2ccccc2Cl)n1	-16	-3%	·	4%	15%	20%	-6
CCc1cc(Cn2nc(-c3ccccc3)cc2C(=O)NCc2ccccc2OC)on1	·	0%	10µM*	·	?	?	·
N#CCc1nn(-c2ccccc2)c(N)c1C#N	-3	-13%	20%	6%	18%	?	10
COc1ccccc1-c1nnc(SCC(=O)Nc2ccccc2)o1	23	-9%	?	3%	-18%	42%[activator]	11*
CCOC(=O)C(=CNc1cc(C)ccn1)C(=O)OCC	-4	-3%	40%[activator]	-7%	-27%	-13%	1
O=C(NC1CCCC1)c1csc2c1CCCC2	38	-2%	25%	-5%	3%	25%	28
COC(=O)C1=C(CS(=O)(=O)c2ccccc2)NC(=O)NC1c1ccc(O)cc1 (configuration not stated)	-7	1%	14%	4%	12%	21%	-8
COc1cccc(NC(=O)N2CCCC2C(=O)NC2CCCCC2)c1 (configuration not stated)	-4	1%	20%	3%	21%	-2%	-3
O=S(=O)(NCC1CCCO1)c1ccc(Cl)nc1 (configuration not stated)	-5	-1%	54%[activator]	-1%	2%	0%	-3
Cc1ccc(SC[C@H](Cc2ccccc2)N2CCN(CCc3ccccc3)CCC2=O)cc1	13	7%	?	2%	?	?	-2
COc1ccc(S(=O)(=O)CCc2nnc(NC(=O)c3ccc(F)cc3)s2)cc1	6	8%	4%	2%	4%	-20%	-2
Cc1ccc(C(=O)OC(C)C(=O)Nc2ccc(Cl)cn2)s1 (configuration not stated)	·	4%	-6%	·	4%	33%[activator]	·
O=C(Nc1ccc(F)c(Cl)c1)C1CCCN(C2=NS(=O)(=O)c3ccccc32)C1 (configuration not stated)	·	0%	?	·	-3%	?	·

(cont.)
molecule	Shiga inhibitor	TbPYK inhibitor	Pf growth 48h	LmPK inh	HCV inh	Pf growth 96h	CHX counter
Cc1cccc(C)c1NC(=O)C1C2C=CC(C2)C1C(=O)O (configuration not stated)	-6	1%	17%	-6%	15%	-10%	-1
COc1ccc(C(=O)OCC2CC(c3ccccc3)=NO2)cc1OC (configuration not stated)	6	-24%	11%	4%	?	57%[5.75 µM]	7
Cc1nc(C)c(-c2ccc(SCc3ccc([N+](=O)[O-])cc3)nn2)s1	4	2%	-1%	-10%	32µM*	?	10
O=C(NCC(c1cccnc1)N1CCN(c2ccc(F)cc2)CC1)OCc1ccccc1 (configuration not stated)	-19	1%	·	-11%	-19%	41%[activator]	8
Cc1cc(=O)[nH]c(SCC(=O)Nc2ccc3c(c2)CCC3)c1C#N	·	0%	-3%	·	-3%	0%	·
CCN(CC)CCn1c(O)c(N=O)c2ccccc21	-18	-7%	4%	-4%	15%	3%	6
CCOC(=O)c1c(C)[nH]c(C)c1C(=O)CSc1nc2ccccc2c(=O)n1-c1ccc(C)cc1	-5	1%	?	-4%	?	?	5
COc1ccc2[nH]c3c(NCCC4=CCCCC4)ncnc3c2c1	125*	3%	3%	1%	2.8µM*	3.7µM*	33*
S=C(NCCNC(=S)Nc1ccccc1Cl)Nc1ccccc1Cl	20	1%	9.3µM*	1%	?	9.3µM*	0
COc1cc2cc(CCCOC(=O)c3cccc(Br)c3)oc(=O)c2cc1OC	·	1%	14%	·	0%	?	·
CCOC(=O)C1CCN(C(=O)c2cccc(S(=O)(=O)Nc3ccc(C)cc3C)c2)CC1	12	1%	?	1%	5%	-26%	-2
CCOC(=O)c1csc(NC(=O)CN2CCCCC2)n1	-6	-5%	5%[0.00184 µM]	-3%	13%	10%	-6
O=C(Cn1cnc2cc([N+](=O)[O-])ccc2c1=O)Nc1ccc2c(c1)CCC2	-3	4%	·	3%	-2%	-13%	-2
Cc1nn(-c2ccccc2)c2c1c(C)c(CCC(=O)N1CCOCC1)c(=O)n2C	-3	-4%	?	5%	?	?	-8
CCOC(=O)c1cnn(-c2ncnc3sc4c(c23)CCC4)c1N	-8	0%	9%	0%	-3%	?	-2

Continuation:
molecule	Shiga inhibitor	TbPYK inhibitor	Pf growth 48h	LmPK inh	HCV inh	Pf growth 96h	CHX counter
Cn1c(C(=O)OC(C(=O)NC(C)(C)C)c2cccnc2)cc2sccc21 (configuration not stated)	-4	0%	-14%	0%	7%	25%	1
Cn1c(/C=C/c2ccccc2)nc2ccccc2c1=O	57*	-14%	17%	-2%	?	-19%	28*
Cc1nc(SCc2cccc(Oc3ccccc3)c2)n[nH]1	47	0%	33%[activator]	2%	-26%	?	46*
CCC(=O)Nc1c2c(nn1-c1cccc(Cl)c1)CSC2	21	-7%	10%	-2%	0%	35%[activator]	-4
CCCC1Cc2nc(N3CCCCC3)c(C#N)cc2CO1 (configuration not stated)	17	0%	?	3%	10%	12%	-1
Cc1nc(-c2nc(-c3c(C(=O)NN)noc3C)cs2)cs1	66*	-7%	204%[activator]	8%	0%	259%[activator]	28*
COCCCn1cc(C(=O)c2cc(Br)ccc2O)cc(C#N)c1=O	-7	-3%	?	4%	-27%	9.3µM*	2
COC(=O)c1c(C)[nH]c(C)c1C(C)=O	-9	6%	33%[activator]	-4%	3%	62%[activator]	1
Cc1ccc(CNC(=O)Cc2ccc(-n3cccc3)cc2)cc1	16	0%	5%	4%	-2%	17%	-4
Cc1cccc(NCc2nc3ccccc3n2C)c1	85	3%	49%[activator]	?	9%	·	34
CCC(=O)N(Cc1cc2ccc(C)cc2n2nnnc12)C1CCCCC1	9	2%	1%	2%	-1%	34%[activator]	-4
O=C(Cn1cc([N+](=O)[O-])cn1)N1CCc2ccccc21	2	-8%	6%	-2%	-1%	3%	-4
O=C(CC(C(=O)O)C1CCCO1)Nc1cccc(C(F)(F)F)c1 (configuration not stated)	-24	5%	1%	6%	6%	-10%	-5
COc1cc(/C=C2\SC(=S)N(CCC(=O)Nc3ccccn3)C2=O)cc(OC)c1OC	-12	1%	-4%	8%	-28%	?	-1
COCCOC(=O)c1c(NC(=O)CN2CCOCC2)sc(C(N)=O)c1C	33	-3%	-13%	-2%	0%	·	-2

Additional compounds
molecule	Shiga inhibitor	TbPYK inhibitor	Pf growth 48h	LmPK inh	HCV inh	Pf growth 96h	CHX counter
COc1ccc(-c2ccc(SCC(=O)c3ccc(F)cc3)nn2)cc1OC	-4	-4%	?	-1%	?	?	11
CSc1ncccc1C(=O)NC(C)CCc1ccccc1 (configuration not stated)	3	-9%	8%	-9%	7%	2%	10
COc1ccc(S(=O)(=O)NC2CCCCC2)cc1C	-18	3%	21%	2%	19%	30%[activator]	-3
CCc1nc(SCC(=O)Nc2ccc(OC)cc2[N+](=O)[O-])n[nH]1	-6	4%	111%[activator]	3%	-4%	57%[activator]	-3

Compound activity as filed in PubChem BioAssay.

The order is random, and some 24% of all compounds hit somewhere here.
